# Source: PubChem BioAssay (Sanford-Burnham Center for Chemical Genomics)
# TAG inh: triacylglycerol accumulation inhibition; inhibition, % at 12.5 µM; 0.66% of 230,000 active; H9c2 cells, Nile Red lipid (TAG) fluorescence; cells loaded with 200 µM oleic acid;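 active = pattern-corrected inhibition of lipid staining of at least 50% with the nuclear-stain viability signal not falling by more than 50%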;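 also: 0% = DMSO wells and 100% = triacsin C control wells; some results filed as inactive read as strong as hits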
# TAG inh DAPI viability: also measured in TAG inh; calls as there; DAPI nuclei signal change (viability), lower = more cytotoxic, %;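 whole-well DAPI fluorescence read on a plate reader as a viability signal; minus 50 percent equals half of cells still viable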
# * marks the source's active call; other numbers are inactive results; & = joins results of further samples. Only part of the results is shown; rates above refer to the full screens.
Molecule	TAG inh	TAG inh DAPI viability
COc1ccccc1NC(=O)Nc1ccc(C)cn1	-4.6	2.8
CCOc1ccc2nc(NC(=O)CC3Oc4ccccc4NC3=O)sc2c1 (stereo not given)	7.4	-7.0
COc1ccccc1OCC(O)CN1CCN(CC(=O)Nc2c(C)cccc2C)CC1 (stereo not given)	6.0&0.5	-0.1&7.3
CCC(C)C(NC(=O)C(CC(C)C)NC(=O)C(CO)NC(=O)C1CCC(=O)N1)C(=O)OC (stereo not given)	-11.7	-1.2
COc1ccc(F)cc1S(=O)(=O)N1CCc2ccccc2C1	-18.9	9.0
Cn1cc([C@@H]2C[C@H]3CN(Cc4cccc(Cl)c4)C(=O)[C@]34CCCN24)c2ccccc21	-0.2	3.1
COc1ccc(/C=N/n2c(-c3cc(C)[nH]n3)n[nH]c2=S)cc1OC	-3.6	-0.5
CN(CC(O)Cn1cnc2c1c(=O)n(C)c(=O)n2C)c1ccccc1 (stereo not given)	-0.2	14.5
CN(NC(=O)C(C)(C)C)c1nc(-c2ccccc2)nnc1C(F)(F)F	-21.9	20.9
CCN(C(=O)c1cc(Cl)ccc1Cl)C1CCS(=O)(=O)C1 (stereo not given)	-9.4	-0.7
CCOC(=O)c1csc(NC(=O)C2=COCCO2)n1	4.7	5.1
COc1ccc(CN=C(Nc2ccccc2)SC2CC(=O)NC2=O)cc1 (stereo not given)	9.1	2.7
CCC(CC)C(=O)N1CCN(c2cccc(C)c2C)CC1	2.7	-1.3
Cc1ccc(S(=O)(=O)N(C)C)cc1NC(=O)CCc1ccccc1	5.6	3.3
CCOC(=O)C1(C)CCCCCN1C(=O)/C=C/c1ccccc1 (stereo not given)	12.3	0.9

# The list goes on:
Molecule	TAG inh	TAG inh DAPI viability
CN1CCCN(S(=O)(=O)c2ccccc2)c2nc3ccccc3nc21	-4.8	-1.6
COc1cccc(/C=C/C(=O)Nc2ccc(N3CCOCC3)cc2)c1OC	-3.4	-1.4
Cc1ccc(S(=O)(=O)NOCc2ccccc2)cc1	-23.4	5.2
O=C(Cc1cccc(NC(=O)C2CCN(S(=O)(=O)c3cccc([N+](=O)[O-])c3)CC2)c1)Nc1cccc(C(=O)N2CCOCC2)c1	17.3	-12.8
CCN(Cc1cc2ccccc2[nH]c1=O)S(=O)(=O)c1ccccc1	-10.3	6.6
COc1ccc(C(=O)NCCC2=CCCCC2)cc1[N+](=O)[O-]	3.1	-0.1
Cc1ccc(C(=O)COC(=O)c2cc(C)no2)c(C)c1	8.2	7.0
Cc1ccc(C(=O)OC(C(=O)Nc2ccc(Cl)cc2C(F)(F)F)c2ccccc2)cc1 (stereo not given)	-6.8	7.5
Clc1cccc(Cl)c1OCCOCCNCc1ccccc1	-8.4	18.7
CCS(=O)(=O)c1ccc(-c2csc(-c3ccc(Cl)cc3)n2)c(Cl)c1Cl	-16.4	-8.8
COCCN1C(=O)N[C@@H](CCc2ccccc2)[C@H](C(C)=O)[C@H]1C	-4.8	8.1
O=C1OC(c2ccccc2)(c2ccc3cc(O)ccc3c2)c2ccccc21 (stereo not given)	-1.1	-4.1
CN(CC(=O)Nc1ccc(N2CCOCC2)cc1)C(=O)c1cc(F)c(F)cc1Cl	7.2	4.9
NC(=O)C1CCN(C(=O)c2ccccc2CCc2ccccc2)CC1	-2.3	-4.1
O=C(/C=C/c1cccnc1)c1ccc(NC(=O)c2cccc(Br)c2)cc1	26.9	-8.3

# Further compounds:
Molecule	TAG inh	TAG inh DAPI viability
COc1ccc(NC(C)C(=O)Nc2cccc(S(=O)(=O)N3CCOCC3)c2)cc1OC (stereo not given)	-16.2	-5.9
COc1cc(-c2nc3ccc(C)cn3c2NCc2ccccc2)ccc1-c1cccc(Cl)c1	9.6	145.1
CN1/C(=C\C(=O)COC(=O)c2ccc(O)cc2)C(C)(C)c2ccccc21	-7.3	-6.5
COc1cccc(S(=O)(=O)N(C)C[C@@H]2Oc3cc(C#CCN(C)C)ccc3S(=O)(=O)N([C@H](C)CO)C[C@@H]2C)c1	11.1	-2.4
CC(=O)O[C@H]1C(=O)[C@@]2(C)[C@H]([C@H](OC(=O)c3ccccc3)[C@]3(O)C[C@H](OC(=O)[C@H](O)C(NC(=O)c4ccccc4)c4ccccc4)C(C)=C1C3(C)C)[C@]1(OC(C)=O)CO[C@@H]1C[C@@H]2O (stereo not given in full)	61.8	-57.5
Cc1ccc(C(c2nnnn2Cc2cccs2)N2CCN(Cc3ccc4c(c3)OCO4)CC2)cc1 (stereo not given)	-22.6	5.3
CCCc1nnc(SCC(=O)N2CCOCC2)n1CCCOC	-0.2	-4.5
O=C(CSc1nnc(NC(=O)C2CC2)s1)Nc1ccc2c(c1)OCCO2	-5.3	1.5
COc1ccc(OC2C(=O)N(CCc3ccc(OC)c(OC)c3)C2c2ccc3c(c2)OCO3)cc1 (stereo not given)	3.6	-2.0
CC(=NNc1nc2ccccc2s1)c1ccncn1	63.7*	-24.8*
Cn1c(C(=O)N2CCc3ccccc3C2)cc2c(=O)n3ccccc3nc21	-4.4	20.6
CC(OC(=O)c1nc(Cl)ccc1Cl)C(=O)Nc1ccccc1F (stereo not given)	17.7	2.5
CCCCn1c(N)c(N(CCC(C)C)C(=O)c2ccc([N+](=O)[O-])o2)c(=O)[nH]c1=O	-1.2	-1.9
Cc1cccc(NC(=O)C(=O)C2C(=O)Nc3ccccc32)c1 (stereo not given)	10.3	-10.0
O=C(NCc1ccccc1CN1CCCC1)c1cccc(S(=O)(=O)Nc2ccc(F)cc2)c1	-18.3	5.2

# Of the compounds above, 3 contain an NH in an aromatic ring.
Molecule	TAG inh	TAG inh DAPI viability
COc1ccc(/C=N/n2c(-c3cc(C)[nH]n3)n[nH]c2=S)cc1OC	-3.6	-0.5
CCN(Cc1cc2ccccc2[nH]c1=O)S(=O)(=O)c1ccccc1	-10.3	6.6
CCCCn1c(N)c(N(CCC(C)C)C(=O)c2ccc([N+](=O)[O-])o2)c(=O)[nH]c1=O	-1.2	-1.9

# Other results:
Molecule	TAG inh	TAG inh DAPI viability
O=C(O)COc1ccccc1/C=N/NC(=O)COc1ccc(-c2ccccc2)cc1	4.5	4.9
N#CCSc1nnc(C2CCCCC2)n1-c1ccccc1	-15.7	7.9
Cc1cc(C)cc(C(=O)NC(CC(N)=O)c2ccc(NCCN3CCOCC3)c([N+](=O)[O-])c2)c1 (stereo not given)	-16.1	11.3
Cc1cccc(N2CC(C(=O)Nc3nnc(SCCC4OCCO4)s3)CC2=O)c1 (stereo not given)	0.2	4.3
Cc1noc(C)c1C(=O)N1CCN(c2cccc(Cl)c2)CC1	4.8	2.5
CSc1ncccc1C(=O)OC(C)C(=O)Nc1cccc(S(=O)(=O)N2CCOCC2)c1 (stereo not given)	10.3	-5.0
CC(CN1CCCC1)OC(=O)c1ccc(Cl)cc1 (stereo not given)	22.8	-10.5
CCOc1ccccc1OCCCC(=O)N(C)CC(=O)Nc1cc(C)ccc1C	0.1	1.0
CCCN1CN(c2ccccc2)C(=S)N(c2ccccc2)C1	7.1	0.1
CC(C)C(OC(=O)c1nsc(Cl)c1Cl)C(=O)NC(C)(C)C (stereo not given)	-17.7	0.4
CCC(C(=O)Nc1ccon1)c1ccccc1 (stereo not given)	2.3	5.2
CCCCn1c(N)c(N(CCOC)C(=O)Cn2c(=O)cnc3ccccc32)c(=O)[nH]c1=O	-2.8	3.3
COc1ccc(NC(=O)CNC(=O)Cn2c(C)cc3ccccc3c2=O)cc1OC	-13.4	-8.9
CC1CCC(NC(=O)C2CCN(C(=O)Nc3ccccc3)CC2)CC1 (stereo not given)	-0.4	2.4
COC(=O)c1nc2ccc(C)cn2c1F	-7.0	6.0

# Another view of part of the listing above.
# Every second line gives: TAG inh | TAG inh DAPI viability
- Cc1noc(C)c1C(=O)N1CCN(c2cccc(Cl)c2)CC1
  4.8 | 2.5
- CSc1ncccc1C(=O)OC(C)C(=O)Nc1cccc(S(=O)(=O)N2CCOCC2)c1 (stereo not given)
  10.3 | -5.0
- CC(CN1CCCC1)OC(=O)c1ccc(Cl)cc1 (stereo not given)
  22.8 | -10.5

# More compounds:
Molecule | TAG inh | TAG inh DAPI viability
Cc1cccc(N2CCN(c3ccc(NC(=O)/C=C\C(=O)O)cc3)CC2)c1 | 7.2 | 1.5
O=C(CSc1nc2ccccc2c(=O)n1-c1ccc(Cl)c(Cl)c1)Nc1ccc2c(c1)CCC2 | 31.0 | -6.9
CN1CCc2c(sc(NC(=O)Cc3ccccc3)c2C(N)=O)C1 | 4.7 | 11.7
Oc1c(C(c2cccc(F)c2)N2CCN(Cc3ccccc3)CC2)sc2ncnn12 (stereo not given) | 0.7 | -7.7
Cc1cc(NC(=O)COC(=O)CCn2c(C)csc2=O)c([N+](=O)[O-])cc1C | 13.5 | 7.9
CSCCC(NC(=O)c1ccco1)C(=O)OCc1cc([N+](=O)[O-])cc2c1OCOC2 (stereo not given) | 9.8 | -5.1
O=C(Nc1c2c(nn1-c1ccc(F)cc1)CS(=O)C2)c1ccc(S(=O)(=O)N2CCOCC2)cc1 (stereo not given) | 4.6 | -8.4
N#CC1(NC(=O)CN2CCc3ccccc3C2)CCCC1 | 2.6 | -8.2
Oc1ccccc1-c1nnc(SCCN2CCOCC2)n1Cc1ccccc1 | 11.0 | -4.9
O=C(/C=C/c1ccco1)NC(=S)Nc1nc(-c2ccc(Cl)cc2)cs1 | 9.9 | 7.3
COC(C[C@@H]1O[C@H]1[C@@H](O)COCc1ccccc1)OC | -24.3 | -1.9
Cn1cnnc1SCC(=O)NC(=O)NCc1ccccc1 | 3.9 | 3.3
O=C(/C=C\c1cccs1)c1c(O)ccc2ccc(=O)oc12 | -1.7 | 2.9
Cc1ccccc1C(=O)N1CCC(C(=O)Nc2cccc(S(=O)(=O)N3CCCCC3)c2)CC1 | -20.0 | 2.3
CSc1ncc(OCc2ccccc2)c(=O)[nH]1 | 2.9 | -1.2

# Continued, starting with the last 6 of the part before.
Molecule | TAG inh | TAG inh DAPI viability
O=C(/C=C/c1ccco1)NC(=S)Nc1nc(-c2ccc(Cl)cc2)cs1 | 9.9 | 7.3
COC(C[C@@H]1O[C@H]1[C@@H](O)COCc1ccccc1)OC | -24.3 | -1.9
Cn1cnnc1SCC(=O)NC(=O)NCc1ccccc1 | 3.9 | 3.3
O=C(/C=C\c1cccs1)c1c(O)ccc2ccc(=O)oc12 | -1.7 | 2.9
Cc1ccccc1C(=O)N1CCC(C(=O)Nc2cccc(S(=O)(=O)N3CCCCC3)c2)CC1 | -20.0 | 2.3
CSc1ncc(OCc2ccccc2)c(=O)[nH]1 | 2.9 | -1.2
O=C1Nc2ccc([N+](=O)[O-])cc2OC1CCN1CCN(Cc2ccccc2)CC1 (stereo not given) | -12.8 | -1.0
CCc1nc2ccc(C(=O)NCc3ccc4c(c3)OCO4)cn2c1N(CC)Cc1cccc(Br)c1 | 11.6 | 4.6
O=c1oc(Nc2ccccc2Cl)nc2ccccc12 | -7.0 | 9.7
COc1ccc(CC(=O)Nc2nc3ccccc3[nH]2)cc1 | 4.2 | -4.2
O=C(/C=C/c1cccc([N+](=O)[O-])c1)Nc1ccccc1N1CCOCC1 | 10.8 | -7.7
CCOC(=O)c1ccc(NS(=O)(=O)c2c(N)[nH]c(=O)[nH]c2=O)cc1 | -2.4 | 5.4
Cc1cc(Nc2ccc(Br)c(C)c2)n2nc(C)nc2n1 | 15.8 | -4.0
COc1ccc(C(=O)Nn2c(SCC(=O)c3ccccc3)nc3ccccc3c2=O)cc1 | -8.2 | 7.2
CC(=O)Nc1ccc(OCC(O)CN2CCN(c3cc(Cl)ccc3C)CC2)cc1 (stereo not given) | 19.9 | -4.0
Cc1ccc(Oc2cc(NN3CCCCC3)c([N+](=O)[O-])cc2[N+](=O)[O-])c(Cl)c1 | 10.1 | 3.0
O=C1CC(C(=O)Nc2ccc(Br)cc2)S/C(=N\N=C\c2ccco2)N1 (stereo not given) | 18.6 | -16.1
Cc1[nH]c2ccccc2c1C(=O)COC(=O)Cn1cnc2ccccc21 | -10.0 | 3.0
CCCCC(=O)OCC(=O)Nc1ccc(SC(F)F)cc1 | -6.5 | 4.6
COC(=O)c1ccc(NC(=S)N2CCN(Cc3ccccc3OC)CC2)cc1 | 14.5 | 1.0
O=C(CSc1nc2nn(-c3ccccc3)c(=O)c-2c2n1CCCCC2)c1ccc(OC(F)F)cc1 | 0.7 | 6.4

# Continued:
Molecule | TAG inh | TAG inh DAPI viability
C=C(C)C1Cc2c(C)nn(-c3cccc4cccnc34)c2C1 (stereo not given) | 0.7 | 3.8
COc1ccc(NC(=O)C2CC(c3ccccc3Cl)=NO2)cc1 (stereo not given) | -15.8 | -7.9
O=C(CCCCCCCC(=O)N1CCCCCC1)N1CCCCCC1 | -25.4 | -5.3
O=C(C1CCCO1)N1CCN(S(=O)(=O)c2cc(F)ccc2F)CC1 (stereo not given) | -7.9 | 5.1
NC(=O)[C@@H]1CCCNc2c(I)cc([N+](=O)[O-])cc2C(=O)N[C@@H](Cc2ccccc2)C(=O)N[C@@H](Cc2cnc[nH]2)C(=O)N1 | 16.5 | -7.7
Cc1ccc(-n2nnnc2-c2cnc3ccc(Cl)cc3c2-c2ccccc2)cc1 | 11.0 | -7.2
Cc1ccccc1-n1nc2c(c1NC(=O)c1ccc3c(c1)OCO3)CS(=O)(=O)C2 | 15.5 | 1.3
CNC(=O)c1ccccc1NC(=O)C1CC(=O)N(c2ccc(OC)cc2)C1 (stereo not given) | 3.4 | -4.0
O=C(c1ccco1)N1CCN(Cc2cc(=O)c(OCc3ccc(F)cc3)co2)CC1 | 1.0 | -5.3
CC(C)n1nnnc1SCC(=O)N1N=C(c2cccs2)CC1c1cccs1 (stereo not given) | -2.9 | -1.6
COc1ccccc1N(C)S(=O)(=O)c1ccc(C)c(C(=O)NC(C)c2ccccn2)c1 (stereo not given) | -0.1 | -0.5
CCOP(=O)(OCC)C(NC(=O)Nc1ccc(Cl)c(Cl)c1)c1ccccc1 (stereo not given) | 23.8 | -3.5
C=CCn1c(-c2ccccc2)nc(=S)c2c1CCCC2 | -3.9 | 5.3
O=C(c1ccc(F)cc1)C1CCN(C(=O)c2ccc(Cl)cc2)CC1 | -3.3 | -2.4
O=C1CCN(Cc2ccccc2)S(=O)(=O)c2c(F)cc(F)cc21 | -0.2 | -9.8
